From PubChem
All columns: NCI-60 one-dose screen, growth in % after 48 h at 10 µM unless noted; 100 = growth as untreated, 0 = no growth, -100 = all killed.
SK-MEL-5 = SK-MEL-5 melanoma; actives 6.4% (n = 80,000); AID 1794755
SK-MEL-28 = SK-MEL-28 melanoma; AID 1794761; actives 4.1% (n = 81,000)
CCRF-CEM = CCRF-CEM leukemia | actives 7% (n = 77,000)
M14 = M14 melanoma. actives 6.2% (n = 80,000). AID 1794745
EKVX = EKVX NSCLC. actives 3% (n = 71,000). AID 1794765
HOP-62 = HOP-62 NSCLC; actives 3.9% (n = 80,000)
A549/ATCC = A549/ATCC NSCLC; actives 3.7% (n = 81,000)
HOP-92 = HOP-92 NSCLC cells | actives 6.3% (n = 71,000)
The depositor's hits bear a star; / = no result given; & = joins results of further samples. Rule for the calls: active = growth percent below 10; inactive = the rest. The order is random; about 12% have a hit in one of these screens.

SMILES	SK-MEL-5	SK-MEL-28	CCRF-CEM	M14	EKVX	HOP-62	A549/ATCC	HOP-92
Cc1ccc2oc(=O)c(S(=O)(=O)Nc3ccccc3)c(O)c2c1	102	110	98	99	94	92	91	89
Cc1c([N+](=O)[O-])oc2c1C(=O)NCCC2	99	105	105	104	/	105	103	92
CC1(C)C2CCC(CN)C1C2 (stereo unspecified)	101	107	96	102	/	113	103	97
C1CNCCN1	99&108	104&112	103&99	106&106	105	112	98&105	93&89
COc1ccccc1N1CCN(C2=CC(=O)C(C)=C(C)C2=O)CC1	99	119	101	/	101	103	102	117
N#CC(C#N)N=Nc1ccc(C(=O)O)cc1	116	109	105	101	100	120	98	100
O=C(Nc1ccccc1C(=O)O)c1ccccc1	94	108	101	103	97	100	91	90
CC(C)(C)c1ccc(NC(=O)Nc2cc(C(F)(F)F)cc(C(F)(F)F)c2)c(-c2nn[nH]n2)c1	99	102	99	98	96	104	106	68
OC(c1ccccc1)C1CC=CCC1 (stereo unspecified)	98	100	107	103	99	106	97	102
S=C(Nc1ccccc1)Nc1ccc2ccccc2c1	101	114	96	101	86	103	98	/

Full records from above. Order of screens: SK-MEL-5	SK-MEL-28	CCRF-CEM	M14	EKVX	HOP-62	A549/ATCC	HOP-92
Results for `CC(C)(C)c1ccc(NC(=O)Nc2cc(C(F)(F)F)cc(C(F)(F)F)c2)c(-c2nn[nH]n2)c1` = 99	102	99	98	96	104	106	68
Results for `O=C(Nc1ccccc1C(=O)O)c1ccccc1` = 94	108	101	103	97	100	91	90

The list continues:
SMILES	SK-MEL-5	SK-MEL-28	CCRF-CEM	M14	EKVX	HOP-62	A549/ATCC	HOP-92
CCOC(=O)c1nn(-c2ccc(S(N)(=O)=O)cc2)c2nc(C)cc(=O)n12	106	119	105	104	104	102	102	95
COc1ccc([C@@H](C[C@H](CCO)c2ccccc2)c2ccc3ccccc3c2)cc1	107	111	87	92	80	87	76	70
c1cnc2nc(CSc3nnc4ccccn34)oc2c1	101	110	94	100	96	/	104	95
O=C1Nc2cnc(Cl)nc2Nc2ccccc21	100	116	/	108	/	89	105	69
CCCCC[n+]1ccc(SCC(=O)N(C)c2ccc(Cl)cc2)c2ccccc21	96	108	104	104	119	108	96	106
N#Cc1c(-c2ccc(F)cc2)nc(N/N=C/c2c[nH]c3ccccc23)nc1N1CCOCC1	37	4.3*	41	-0.7*	56	70	47	68
COc1cc(/C=C/C(=O)c2ccc(NC(=O)CSc3nnc(-c4cc(-c5ccccc5)nc5ccccc45)n3-c3ccccc3)cc2)cc(OC)c1OC	87	101	84	95	85	94	86	89
Cc1ccc(N)c2ccccc12	91	93	27	99	/	97	97	76
C=CC(=O)Nc1cccc(Nc2nc(SC)nc(-c3cccc(N)c3)c2C#N)c1	93	106	97	104	84	88	97	91
CC(C)=CCC[C@](C)(O)[C@H]1CC[C@]2(C)[C@@H]1CC[C@@H]1[C@@]3(C)Cc4cn(-c5ccccc5)nc4C(C)(C)[C@@H]3CC[C@]12C	93	100	94	84	81	95	87	86
O=C1C=C(O)C2=C(CCCC2)C1=O	97	119	90	88	/	93	100	/
CCCN(CCC)c1ncnc2[nH]ncc12	101	113	104	103	95	115	115	63
ICI	102	102	/	104	/	105	99	/
Cc1ccc(-c2cn(C/C=C3\C=CN(S(=O)(=O)c4ccccc4)CC3)nn2)cc1	97	101	3.1*	92	101	98	104	93
CC(C)COC(=O)/C=C/c1ccccc1	102	111	105	103	107	104	91	107
CN1CCN(c2ccc3nc(-c4cc(C(C)(C)C)c(O)c(C(C)(C)C)c4)[nH]c3c2)CC1	75	57	15	11	86	70	53	49
CN1CCN(c2ccc(-c3cc4c(Nc5ccc(F)c(Cl)c5)ncnn4c3)cc2)CC1	88	71	29	67	83	103	71	77
CCN(Cc1ccc(CN(CC)C(=O)c2c(-c3ccccc3)noc2C)cc1)C(=O)c1c(-c2ccccc2)noc1C	38	82	75	89	/	91	73	67
Cc1ccc(C)c(N2CCN(c3ccncc3N)CC2)c1	66	84	49	88	73	84	78	20
O=C(O)c1cc(S(=O)(=O)Cl)cc(S(=O)(=O)Cl)c1	109	116	65	109	99	120	96	85
COc1cc(-c2cc(-c3ccc(N(C)C)cc3)nc(N3CCC(O)CC3)c2C#N)cc(OC)c1OC	-99*	-29*	27	-69*	22	41	11	-25*
CC(=O)N1CCC23C(=O)CC4C(=CCOC5CC(=O)N(c6ccccc62)C3C54)C1 (stereo unspecified)	105	106	87	101	121	93	94	102
CCOC(=O)CC1CSC(N/N=C/c2cc(OC)c(OC)c(OC)c2)=N1 (stereo unspecified)	96	110	94	100	100	97	98	76
O=C(O)c1ccc2c(c1)OCO2	102	107	103	90	113	97	118	59
COC(=O)[C@]12CC[C@@H](C)[C@H](C)[C@@H]1C1=CC[C@@H]3[C@@]4(C)C(C=O)=C[C@@](C)(COC(=O)c5ccco5)[C@@H]4C(=O)C[C@@]3(C)[C@]1(C)CC2	-85*	25	5.5*	6.3*	38	32	10	32
OCCN(CCO)c1ncnc2nc[nH]c12	104	114	101	106	102	99	96	96
COC(=O)/C(Br)=C/c1c[nH]c2ccc(Br)cc12	85	105	23	/	76	/	90	42
COc1cccc(N(CCO)CCO)c1OC	112	110	104	105	109	101	95	100
CCOC(=O)c1ccc(NC(=S)NC(=O)c2ccc(Cl)c(Cl)c2)cc1	81	95	95	93	85	94	94	77
CCOC(=O)c1ccc(NC(=O)C(F)(F)F)cc1	105	112	/	101	98	108	103	97
CC(C)Cc1ccc(C(=O)CCC(=O)NNc2ccc(S(N)(=O)=O)cc2)cc1	41	99	70	93	57	81	82	75
NNC(=O)CC1=NNC(=O)C1	116	106	110	110	94	102	96	92
COc1ccc(C2C=C(C)N=C3SC(C)=NN32)cc1OC (stereo unspecified)	103	103	99	113	/	98	103	/
Cn1c(N)c(N=Nc2ccc(S(=O)(=O)Nc3nccs3)cc2)c(=O)n(C)c1=O	104	112	96	101	/	105	105	/
COc1cc(/C=C(\C#N)c2ccc([N+](=O)[O-])cc2)ccc1O	92	105	64	115	97	110	95	110
O=C1CC(=O)Nc2cccc3cccc(c23)N1	112	121	106	99	114	71	105	/
O=C(CNn1c(COc2ccccc2)nc2ccccc2c1=O)Nc1ccccc1	100	107	94	104	86	86	101	84
O=C(/C=C/c1ccc(Cl)cc1)c1ccc(Nc2nc(N3CCCCC3)nc(N3CCCCC3)n2)cc1	96	/	108	115	105	110	99	115
O=C(Cn1c(=O)[nH]c2ccccc2c1=O)N1CCCCC1	97	106	94	96	98	101	99	95
ClC1=C(Cl)C(Cl)=C(Cl)C1=C/C=C/c1ccccc1	-97*	-74*	-21*	-56*	-6.5*	-68*	-58*	/

Reformatted: 7 of the compounds above
Below each compound – SK-MEL-5 | SK-MEL-28 | CCRF-CEM | M14 | EKVX | HOP-62 | A549/ATCC | HOP-92
- COc1ccc(C2C=C(C)N=C3SC(C)=NN32)cc1OC (stereo unspecified)
 : 103 | 103 | 99 | 113 | / | 98 | 103 | /
- Cn1c(N)c(N=Nc2ccc(S(=O)(=O)Nc3nccs3)cc2)c(=O)n(C)c1=O
 : 104 | 112 | 96 | 101 | / | 105 | 105 | /
- COc1cc(/C=C(\C#N)c2ccc([N+](=O)[O-])cc2)ccc1O
 : 92 | 105 | 64 | 115 | 97 | 110 | 95 | 110
- O=C1CC(=O)Nc2cccc3cccc(c23)N1
 : 112 | 121 | 106 | 99 | 114 | 71 | 105 | /
- O=C(CNn1c(COc2ccccc2)nc2ccccc2c1=O)Nc1ccccc1
 : 100 | 107 | 94 | 104 | 86 | 86 | 101 | 84
- O=C(/C=C/c1ccc(Cl)cc1)c1ccc(Nc2nc(N3CCCCC3)nc(N3CCCCC3)n2)cc1
 : 96 | / | 108 | 115 | 105 | 110 | 99 | 115
- O=C(Cn1c(=O)[nH]c2ccccc2c1=O)N1CCCCC1
 : 97 | 106 | 94 | 96 | 98 | 101 | 99 | 95

Other results.
SMILES	SK-MEL-5	SK-MEL-28	CCRF-CEM	M14	EKVX	HOP-62	A549/ATCC	HOP-92
COc1ccc(-c2nc(N)nc3c(=O)[nH]ccc23)cc1	113	102	/	103	113	96	97	70
CC1=C(C(=O)OCc2ccccc2)C(c2ccc3c(c2)OCO3)NC(=S)N1 (stereo unspecified)	89	106	100	102	98	106	94	99
Cn1c(=O)c2c(nc(Sc3nc(-c4ccc(F)cc4)c(C#N)c(=O)[nH]3)n2Cc2ccc(F)cc2)n(C)c1=O	97	103	85	89	87	93	99	66
CCCCCC(/C=N/Nc1ccccc1)C(O)(C(F)(F)F)C(F)(F)F (stereo unspecified)	100	104	103	94	91	89	90	85
C#Cc1ccc([N+](=O)[O-])cc1	97	110	/	106	96	101	101	100
COc1cc2c3c(n([C@@H]4CCOC4)c(=O)c2cc1OC)-c1cc2c(cc1C3=O)OCO2	14	73	/	17	64	/	30	/
CC(C)CNCCCC(=O)Nc1ccc(C(=O)OCC(C)C)cc1	89&95	104&109	80&95	102&103	88&110	84&89	92&100	67&53
CCCCCCCCCCCCCCCCCC1=NC(C)(C)CO1	92	110	91	100	86	95	97	/
CS(=O)(=O)c1ccc(C(F)(F)F)cc1NC(=O)Nc1cnc(Oc2ccc(-c3cc(Cl)cnc3N)cc2)nc1	/	/	33	36	43	79	31	31
FC(F)(F)c1cccc(OCC2CNC(=S)O2)c1 (stereo unspecified)	98	107	92	101	95	94	90	88
Nc1nc(N)c2c(ncc3[nH]c4ccccc4c32)n1	96	111	99	87	81	83	107	84
COc1ccc(C2CCc3ccccc32)cc1 (stereo unspecified)	103	104	92	98	103	118	94	82
COc1ccc(C(c2ccccc2OC)c2ccccc2C(=O)O)cc1 (stereo unspecified)	100	103	103	102	104	91	99	106
CCn1c(SCCc2c[nH]c3ccccc23)nnc1-c1ccncc1	99	106	102	97	99	103	101	95
CNC(=O)c1cc(Oc2ccc3nc(NC(=O)Nc4ccc(C(F)(F)F)cc4)sc3c2)ccn1	57	69	68	36	54	67	1.8*	74
COc1ccc(-c2nc3ccccc3n2C(=O)/C=C/c2ccccc2)cc1	93	102	85	96	/	103	93	91
Fc1ccccc1CSc1ncnc2c1ncn2C1CCCO1 (stereo unspecified)	81	101	96	106	93	90	83	81
COc1cccc(-c2nnc3c4c(ncn23)N(C)c2ccccc2C(C)C4)c1 (stereo unspecified)	88	107	107	101	93	111	99	89
COc1ccc(Nc2cc(=O)[nH]c(N)n2)cc1	100	111	104	107	105	108	99	114
Cc1[nH]c2ncnc(Nc3ccc(C(=O)Nc4ccc(Cl)c(C(F)(F)F)c4)cc3)c2c1C	103	101	100	105	109	107	95	104
Oc1ccc(-c2ccc3c(c2)ncn3-c2ccncc2)cc1	83	100	75	89	103	97	95	82
C=C1CCC2C3(C)COC(c4ccccc4Cl)OC3CCC2(C)C1/C=C/C1=CCOC1=O (stereo unspecified)	38	87	43	80	33	82	51	121
NS(=O)(=O)c1ccc(C(=O)NN2C(=O)c3c(Cl)c(Cl)c(Cl)c(Cl)c3C2=O)cc1	102	111	101	101	103	102	103	97
COCCOCCOCc1n(Cc2ccc3ccccc3c2)c2ccccc2[n+]1Cc1ccc2ccccc2c1	-92*	17	12	6.9*	47	17	33	-32*
CCC(=O)OCc1cccc(OC)c1	104	107	73	96	91	88	113	76
O=S(=O)(NCCCNc1nccc(-c2c(-c3cccc(F)c3)nc3occn23)n1)c1ccccc1	72	94	69	72	80	95	72	79
CCCCC(NC(=O)CNC(=O)c1cccc(N2C(=O)/C(=C/c3ccccc3)SC2=S)c1)C(=O)O (stereo unspecified)	99	105	114	99	93	105	98	54
CC(C)(C)[Si](C)(C)OCC1OC(n2cnc3c(NC(=O)c4ccccc4)ncnc32)CC1O (stereo unspecified)	100	110	106	103	101	100	100	106
O=C(ONC(=O)[C@H]1C2C=CC(C2)[C@@H]1C(=O)NOC(=O)c1ccccc1)c1ccccc1	/	94	69	81	107	64	64	106
C=CCCCCCCCCC(=O)OC(C)C	96	104	2.8*	96	101	97	99	82
CCn1c(Cc2ccccc2Nc2c(Cl)cccc2Cl)nnc1SCC(=O)NN1C(=O)/C(=C/c2ccc(Br)cc2)SC1=S	104	114	102	101	86	119	109	94
